# Screening results (PubChem)
# D1 antagonist – human D1 dopamine receptor antagonism. activity change, negative = inhibition, % at 10 µM. 3.2% of 360,000 active. HEK293 TREx D1 cells, calcium flux, dopamine EC80; hits give low values. AID 504652; in the data active = activity change below about -30%; note: % is set by controls: 0 for no effect and ±100 for the full control effect
# Target sequence (P21728 whole entry, looked up): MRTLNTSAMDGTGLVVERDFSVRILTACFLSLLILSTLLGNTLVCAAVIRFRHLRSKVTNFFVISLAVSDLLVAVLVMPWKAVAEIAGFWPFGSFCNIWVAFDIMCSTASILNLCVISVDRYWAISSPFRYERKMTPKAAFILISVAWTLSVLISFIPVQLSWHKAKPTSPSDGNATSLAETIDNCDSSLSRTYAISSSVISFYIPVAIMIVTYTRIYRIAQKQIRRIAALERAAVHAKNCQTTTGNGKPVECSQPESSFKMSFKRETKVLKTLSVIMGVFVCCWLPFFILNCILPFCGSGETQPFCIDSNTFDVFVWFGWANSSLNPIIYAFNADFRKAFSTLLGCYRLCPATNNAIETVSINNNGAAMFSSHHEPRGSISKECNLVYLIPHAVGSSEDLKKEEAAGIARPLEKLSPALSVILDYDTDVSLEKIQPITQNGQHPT
#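 HEK293 T-REx cells expressing inducible, force-coupled D1 receptor; no-wash Ca dye, 30–90 min RT. Cmpd → 180 s read at 1 Hz → EC80 DA → 180 s read.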
# RXFP1 antagonist – antagonists of human relaxin receptor RXFP1. HEK293-RXFP1, relaxin-stimulated cAMP HTRF, 30 min; hits give low values. activity change, negative = inhibition, % at 57.5 µM. 0.59% of 350,000 active;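 active = activity change of -60% or lower, but not beyond a set lower limit; inconclusive = change between -60% and -40%, or beyond the set limit; inactive = change above -40%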; note: % is set by controls: 0 for no effect and ±100 for the full control effect
# TRHR PAM – allosteric enhancers of human TRH receptor; P34981; TRHR cells, fluo-8 calcium fluorescence, EC20 TRH enhancement; enhancement, % at 2 µM; 0.66% of 360,000 active; in the data active = enhancement above about 30%; note: 0% is about no effect
# Target sequence (P34981 whole entry, looked up): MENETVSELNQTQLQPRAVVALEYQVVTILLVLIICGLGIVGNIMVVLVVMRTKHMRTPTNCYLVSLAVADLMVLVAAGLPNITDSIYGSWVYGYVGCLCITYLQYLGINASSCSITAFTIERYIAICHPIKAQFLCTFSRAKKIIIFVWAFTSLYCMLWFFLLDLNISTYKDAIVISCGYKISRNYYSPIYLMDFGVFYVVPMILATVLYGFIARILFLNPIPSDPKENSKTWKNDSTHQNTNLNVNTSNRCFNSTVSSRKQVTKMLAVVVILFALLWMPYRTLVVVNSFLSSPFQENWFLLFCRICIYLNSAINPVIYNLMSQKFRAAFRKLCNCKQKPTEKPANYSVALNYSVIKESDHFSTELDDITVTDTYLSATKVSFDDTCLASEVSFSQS
#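 TRHR-expressing cells loaded with fluo-8 calcium dye were read kinetically (ex 480/em 530) during compound addition, then stimulated with an EC20 of TRH (10 nM final). Enhancement of the Gq-mediated intracellular calcium response was scored.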
# D2 ag – agonists of human D2 dopamine receptor; activation, % at 2 µM; P14416; HEK293 T-REx D2 cells, calcium flux agonist mode; AID 485358; 0.53% of 340,000 active;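 active = activation over 3 SD above normal in the single-dose calcium agonist read, cut at about 30% in these data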; note: 0% is about no effect
#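 Tetracycline-induced HEK293 Trex cells with D2 receptor force-coupled to calcium signaling, plated overnight at 30 C and loaded with no-wash calcium dye. Calcium flux read kinetically for 180 s after compound addition; responses flag agonists.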
# D1 PAM – potentiators of human D1 dopamine receptor | potentiation, % at 10 µM | 0.036% of 360,000 active | P21728 | AID 504651 | HEK293 TREx D1 cells, calcium flux, dopamine EC20 potentiation; in the data active = potentiation above about 30%; note: 0% is about no effect
# D2 PAM – positively modulates the human D2 dopamine receptor allosterically. HEK293 T-REx D2, calcium flux, EC20 dopamine potentiation. 0.34% of 340,000 active. potentiation, % at 10 µM. AID 485347;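 active = potentiation over 3 SD above the plate norm, cut at about 30% in these data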; note: 0% is about no effect
#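 Tetracycline-induced Hek293 Trex D2 cells, force-coupled to calcium, loaded with no-wash calcium dye. Compound added with 180 s kinetic read for agonism, then EC20 dopamine and a further 180 s read for potentiation.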
# TRHR ag – agonists of human TRH receptor | TRHR cells, calcium flux fluo-8, FDSS agonist mode | activation, % at 2 µM | 0.18% of 360,000 active | AID 493084; note: 0% is about no effect
#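 In this calcium-flux screen, cells bearing human TRHR are dye-loaded with fluo-8, baselined for 10 cycles, then exposed to library compounds; positive kinetic calcium responses during the agonist phase mark hits, with TRH as control.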
# D2 antagonist – antagonizes the human D2 dopamine receptor; 2% of 340,000 active; HEK293 TREx D2 cells, calcium flux, dopamine EC80; P14416; AID 485344; inhibition, % at 10 µM; in the data active = inhibition above about 30%; note: 0% is about no effect
#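 In this primary screen, negative modulation is detected by tracking calcium flux after an EC80 dopamine challenge in inducible HEK293 T-REx D2 cells preexposed to test compound for 180 s.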
# D1 agonist – activates the human D1 dopamine receptor. HEK293 T-REx D1 cells, calcium flux, agonist mode. activation, % at 2 µM. 1% of 360,000 active. AID 504660; note: 0% is about no effect
#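 Tetracycline-induced HEK293 TREx D1 cells, force-coupled to calcium signalling, were dye-loaded with a no-wash calcium kit. Compound was pin-added after a 10 s baseline. Fluorescence was read kinetically at 1 cycle/s for 180 s, with calcium rises flagged as agonism.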
# * = called active by the depositor; ? = inconclusive; . = no result given; & = joins results of further samples. Cut-off read from the data, not from the text of the source, unless noted: active = activation above about 30%; inactive = the rest.
SMILES,D1 antagonist,RXFP1 antagonist,TRHR PAM,D2 ag,D1 PAM,D2 PAM,TRHR ag,D2 antagonist,D1 agonist
Cc1ccc(C(=O)N/C(=C\c2ccccc2)C(=O)NCCCn2ccnc2)cc1,-8,-20,12,-0.4,-2,10,0.2,-17,2
COc1ccc(CCN(C)C2CCCN(S(=O)(=O)c3ccccc3F)C2)cc1OC (configuration not stated),-32*,-4,0,0.2,-5,0,-0.2,10,3
COc1ccccc1N1CCN(C2CCCN(C(=O)CCN3CCCCO3)C2)CC1 (configuration not stated),5,-7,-16,0.2,10,-18,0.0,-2,0
OC(CSc1ccccc1Cl)CN1CCN(c2ccccc2F)CC1 (configuration not stated),-3,-4,2,63*,-5,-17,0.1,74*,3
O=C(CSc1nnc(CNC(=O)c2ccco2)o1)NC1CCCC1,4,-3,-16,.,0,-3,0.5,.,2
CC(C)CC(=O)Nc1nnc(SCC(=O)Nc2ccc(F)cc2)s1,11,-4,8,0.7,0,-2,-0.5,-18,0
COc1ccc(C(C)=O)cc1CSc1nc2cc(C(=O)O)ccc2c(=O)n1Cc1ccccc1,-10,-16,-2,-1.9,0,-2,-0.2,-4,2
CCOC(=O)C1CCN(C(=O)CCS(=O)(=O)Cc2ccccc2)CC1,-8,5,8,0.0,-3,13,-0.1,11,1
CSc1nnc(-c2ccc(S(=O)(=O)N3CCCC3)cc2)n1C,-16,1,1,0.7,0,-3,0.6,4,3
Cc1cccc(Cn2c(=O)n(Cc3ccccc3)c(=O)c3oc4ccccc4c32)c1,3,-25,-2,.,-4,4,-0.5,.,1
CC(=O)N1CCc2cc(S(=O)(=O)Nc3ccc(C)cc3)ccc21,-16,-13,-2,0.7,10,16,2.3,-4,9
CC(C)(C)NS(=O)(=O)c1ccc(OCC(=O)NCC2CCCO2)cc1 (configuration not stated),-13,23,-3,0.8,5,-1,0.7,-1,1
COC(/C=C/Nc1ccc(Cl)cc1)=C(C#N)C#N,-31*,10,1,6.3,-7,-3,0.9,-22,4
CCC1CCCCN1Cc1cn2c(-c3ccc(Br)cc3)nnc2s1 (configuration not stated),-32*,.,-1,0.2,-4,-3,-0.1,.,0
Clc1ccc(-n2nnnc2SCc2c(-c3ccccc3)nc3sccn23)cc1,3,-2,1,0.7,-6,17,0.4,-19,1
COc1cc(-c2nc(CN3CCCN(C(=O)c4ccco4)CC3)c(C)o2)ccc1F,7,2,-2,0.0,1,-2,-0.5,3,3
CCOC(=O)c1cnc2c(-c3cccc(Br)c3)cnn2c1C,-4,17,1,.,8,5,-0.2,.,2
C=CCSc1nc(-c2ccc3c(c2)OCO3)cc(C(F)(F)F)c1C#N,15,8,15,0.3,-4,14,0.1,-11,4
COC(=O)COc1ccc(-c2nnc(Nc3ccc(O)cc3)c3ccccc23)cc1,-24,.,8,-2.2,-3,-9,-1.0,.,-1
CCCc1cc(=O)n2[nH]c(NCc3ccccc3OC)nc2n1,9,4,16,-1.4,3,2,-1.3,.,-3

# An excerpt of these results, tab-delimited.
molecule	D1 antagonist	RXFP1 antagonist	TRHR PAM	D2 ag	D1 PAM	D2 PAM	TRHR ag	D2 antagonist	D1 agonist
O=C(CSc1nnc(CNC(=O)c2ccco2)o1)NC1CCCC1	4	-3	-16	.	0	-3	0.5	.	2
CC(C)CC(=O)Nc1nnc(SCC(=O)Nc2ccc(F)cc2)s1	11	-4	8	0.7	0	-2	-0.5	-18	0

# Next results
SMILES,D1 antagonist,RXFP1 antagonist,TRHR PAM,D2 ag,D1 PAM,D2 PAM,TRHR ag,D2 antagonist,D1 agonist
CCC(=O)Nc1sc2c(c1C#N)CC(C)(CC)OC2 (configuration not stated),6,-5,5,0.1,-3,-7,0.4,-19,1
O=S(=O)(c1ccc(F)cc1)N1CCc2ccccc2C1,-20,8,-5,.,-3,.,-0.3,.,1
Cc1c(C(=O)NCCCN2CCOCC2)oc2c1C1(CCC2)SCCS1,-1,-24,0,-0.5,-1,-10,0.0,1,7
Cc1cccc(C(=O)Nc2cccc(C(=O)N/N=C/c3ccc4c(c3)OCO4)c2)c1,-11,-27,-1,-0.6,-1,0,-1.1,37*,-3
COc1cccc(C2CC(=O)N3CN(C4CCCCC4)CSC3=C2C#N)c1 (configuration not stated),-3,-4,8,0.1,3,4,0.5,.,-1
CSc1ncccc1-c1nc2ccccc2[nH]1,1,-2,3,0.1,-3,-3,0.2,13,1
CC1C(=O)NC(=O)C1c1ccccc1 (configuration not stated),9,-4,4,-0.6,-4,-2,0.7,-7,3
CCC1CCC/C1=N\NC(=O)c1cc(C)[nH]n1 (configuration not stated),12,9,1,0.6,2,-3,0.6,-2,7
Cn1cc(CN2CCC(C(=O)Nc3cccc(-c4cccc(F)c4)c3)CC2)cn1,-15,-3,3,-0.9,-16,-16,1.6,26,4
COc1ccc(NC(=O)C(C)Oc2ccc(/C(C)=N\O)cc2)cc1 (configuration not stated),-1,-8,-4,2.3,-2,8,3.8,0,51*
CCOC(=O)C1CCN(C(=O)CN2C(=O)COc3ccc(C(C)(C)C)cc32)CC1,42,-16,4,-0.2,0,-3,0.3,-19,4
COC(=O)c1n[nH]n(-c2ccccc2)c1=O,-10,.,0,-0.4,-4,-7,1.2,.,0
CCN1CCCC1CNC(=O)C(=O)NCc1ccccc1 (configuration not stated),22,5,5,0.3,3,-3,-0.1,23,3
COc1ccc(-c2nnc(SCC(C)C)o2)cc1,-4,-9,-4,2.0,-4,2,-0.2,-7,0
CCC(C)n1ncn(-c2ccc(N3CCN(c4ccc(OC)cc4)CC3)cc2)c1=O (configuration not stated),11,.,2,1.4,1,-17,0.2,-3,5
O=C(COC(=O)c1ccc(O)cc1O)Nc1ccc2c(c1)OCCO2,-13,-4,-1,-0.1,-6,8,0.0,1,1
O=C(Nc1ccc2c(c1)OCO2)C1CCCN1C(=O)OCc1ccccc1 (configuration not stated),2,-2,8,.,-2,-7,-0.3,.,2
O=C(NC(=S)NCc1ccco1)c1ccccc1,-31*,-15,-3,0.6,-4,1,-0.3,-4,2
CC(=O)Nc1cccc(-c2cn3ccc(C)cc3n2)c1,16,3,4,-0.1,2,-8,-0.3,-9,0
COc1ccc(Nc2cc(C(=O)NC3CCCC3)c3ccccc3n2)c(OC)c1,0&1,0&-7,0&-3,0.1&-0.1,-5&-1,-2&15,0.0&-1.0,-9,1&0
CCCn1c(N)c(N2CCCCC2)c(=O)n(CC(=O)Nc2ccccc2C)c1=O,8,4,-2,-0.2,-2,18,-0.6,-8,0
CCOC(=O)CCNC(=O)N1CCCC(CCC(=O)N(C)CCc2ccccn2)C1 (configuration not stated),4,2,4,-0.6,-2,-7,-0.7,12,2
O=C(CN1CCOCC1)Nc1ccc(N2CCN(c3ccccc3)CC2)c(F)c1,-11,-13,18,1.3,-3,-7,0.3,5,7
CN(C)N1C(N)=C(C#N)C(c2ccccc2Cl)C2=C1CCCC2=O (configuration not stated),-1,-13,-2,-0.9,0,8,-0.2,9,7
CCCCCn1c(=O)c(C(=O)OCC)c(Cl)c2ccccc21,-5,-39,-4,-0.8,-13,5,0.2,0,1
COc1cc(/C(C)=N/NC(=O)c2nnn(-c3nonc3N)c2-c2cccs2)ccc1O,-3,-9,-1,1.1,1,19,0.0,25,6
O=C(Nc1scc(-c2ccccc2)c1C(=O)O)c1ccccc1F,3,-3,4,-1.7,3,-2,-0.5,-8,3
CCNc1nc(SC(C(C)=O)C(C)=O)nc(N(C)C)n1,5,-3,27,0.2,-1,-5,0.4,-11,1
CC(C)c1ccc(N(C(=O)c2csnn2)C(C(=O)NC(C)(C)C)c2cccnc2)cc1 (configuration not stated),-8,6,9,-4.2,2,15,-0.6,-23,5
CCOC(=O)N1CCN(S(=O)(=O)c2ccc(C(=O)N(CCCN(C)C)c3nc4c(F)cc(F)cc4s3)cc2)CC1,-28,-9,-1,0.0,-4,0,0.0,-2,1
Cc1ccc(CC(=O)N2CCN(c3ccccn3)CC2)cc1,-13,8,-1,1.4,-2,-5,0.1,6,0
CN1CCN(C(=O)CN(C)S(=O)(=O)c2ccc(F)cc2)CC1,-2,-9,7,0.0,3,10,-0.5,-11,2
Cc1cccc(C(=O)n2nc(-c3cccnc3)nc2NCc2ccc(F)cc2)c1,-1,-8,-5,.,12,5,1.1,.,12
COc1ccc(-c2cc3cc(OC)c(OC)cc3c(C)n2)cc1C,9,-8,4,-0.3,-1,-3,-0.7,3,5
CCOc1ccc(NC(=O)CN(C)C(=O)C2=COCCO2)cc1OCC,20,8,1,0.2,-5,1,-1.2,14,-1
CCOC(=O)c1nc(C)n(-c2ccc(Cl)cc2Cl)n1,-2,-9,-3,.,-10,0,-0.1,.,7
CCN(CC)CCCNC(=O)c1c(O)c2cc(F)cc3c2n(c1=O)C(C)CC3 (configuration not stated),2,-5,15,-0.2,11,-7,0.1,12,4
O=C1C2CC=C(Cl)CC2C(=O)N1CC1OCCc2ccccc21 (configuration not stated),-1,12,-5,2.2,-3,-2,0.4,-18,4
O=C(NC1CCCCC1)C(=S)NC1CCCCC1,-29,.,1,-0.6,-6,4,0.2,-6,0
Cc1cccc(Nc2nnc(SCc3cc(=O)n4cc(C)ccc4n3)s2)c1,13,-2,0,-0.3,-2,8,-0.8,-8,0
COC(=O)c1c(NC(=O)CSc2ncnc3[nH]ncc23)sc2c1CCC2,3,-4,-2,-0.6,0,-5,-0.3,0,0
COc1ccc(N2CCC(CNC(=S)Nc3c(C)cc(C)cc3C)C2)cc1 (configuration not stated),4,-7,-8,0.9,-3,3,-0.5,-4,0
Cc1cc(C)n2nc(C(=O)Nc3ccc(N4CCOCC4)cc3)nc2n1,6,2,1,-0.2,-6,17,0.5,-26,1
Cc1ccccc1Nc1c(-c2ccc(N3CCOCC3)cc2)nc2ccc(Cl)cn12,7,-30,4,-0.7,-1,-2,0.4,.,2
CCOC(=O)c1c(C)[nH]c(C(=O)N/N=C/c2cccc(OC)c2)c1C,-21,-12,-6,-0.3,-7,1,-1.4,18,4
COc1ccc(OCC2CCCN(Cc3nc(CC4CC4)no3)C2)cc1 (configuration not stated),-7,-3,3,0.6,-2,0,0.0,-2,0
O=C(/C(=C/O)N=Nc1ccccc1)c1cccs1,-15,?,3,2.3,9,9,0.2,4,1

# Compound profiles, from the list above. Order of values: D1 antagonist, RXFP1 antagonist, TRHR PAM, D2 ag, D1 PAM, D2 PAM, TRHR ag, D2 antagonist, D1 agonist
# Cc1ccccc1Nc1c(-c2ccc(N3CCOCC3)cc2)nc2ccc(Cl)cn12 is listed with 7, -30, 4, -0.7, -1, -2, 0.4, ., 2
# COC(=O)c1n[nH]n(-c2ccccc2)c1=O is listed with -10, ., 0, -0.4, -4, -7, 1.2, ., 0
# CC(=O)Nc1cccc(-c2cn3ccc(C)cc3n2)c1 is listed with 16, 3, 4, -0.1, 2, -8, -0.3, -9, 0
# O=C(Nc1scc(-c2ccccc2)c1C(=O)O)c1ccccc1F is listed with 3, -3, 4, -1.7, 3, -2, -0.5, -8, 3
# COc1ccc(N2CCC(CNC(=S)Nc3c(C)cc(C)cc3C)C2)cc1 (configuration not stated) is listed with 4, -7, -8, 0.9, -3, 3, -0.5, -4, 0
